CHRM4 antagonist – blocks acetylcholine activation of human M4 receptor; P08173; 360,000 tested, 0.73% active; inhibition, % at 3 µM; CHO-hM4 cells, ACh EC80, Fluo-8 calcium fluorescence;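 active means inhibition above its plate's cutoff, the mean inhibition of sample wells plus 3 SD, cut at about 27% in these data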;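 further: 0% = acetylcholine EC80 with DMSO and 100% = DMSO without agonist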
Target sequence (P08173 whole entry, looked up): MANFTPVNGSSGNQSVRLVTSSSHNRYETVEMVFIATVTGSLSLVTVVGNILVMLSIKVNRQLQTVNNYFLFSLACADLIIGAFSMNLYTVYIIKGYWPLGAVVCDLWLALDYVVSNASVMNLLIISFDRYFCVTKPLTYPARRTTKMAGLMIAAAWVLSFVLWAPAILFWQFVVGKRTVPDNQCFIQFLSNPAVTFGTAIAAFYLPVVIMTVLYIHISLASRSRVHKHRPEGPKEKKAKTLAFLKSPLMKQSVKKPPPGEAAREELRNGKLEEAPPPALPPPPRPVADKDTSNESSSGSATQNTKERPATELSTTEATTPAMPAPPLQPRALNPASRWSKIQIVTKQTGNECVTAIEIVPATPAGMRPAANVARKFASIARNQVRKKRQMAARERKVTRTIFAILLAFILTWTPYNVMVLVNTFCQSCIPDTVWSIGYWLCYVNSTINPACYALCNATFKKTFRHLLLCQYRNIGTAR
CHO parental Ca – counter-screen: ATP calcium response change in parental CHO cells. parental CHO-K1, ATP-induced calcium, Fluo-8 fluorescence. inhibition, % at 5.6 µM. 330,000 tested, 0.63% active. AID 463079;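 active means inhibition above that plate's mean sample inhibition plus 3 SD, cut at about 26% in these data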;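 further: 0% = ATP-challenged DMSO wells and 100% = DMSO wells without ATP; some compounds past the cut are filed as inactive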
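Test system: untransfected parental CHO cell line; also added: ATP stimulus; dosing: 5.6 µM, single dose; signal: calcium-sensitive Fluo-8 fluorescence; measure: percent inhibition of ATP-evoked calcium rise, normalized to controls; benchmarks: low control ATP plus DMSO, high control DMSO only; replication: one well per compound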
M1 ag parental – nonselective activator or artifact in parental CHO-K1 cells | AID 602248 | 360,000 tested, 0.48% active | activation, % at 3 µM | Fluo-8 calcium fluorescence; scaled to maximal ATP response, vehicle zero; in the data active means activation above about 15%;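 further: untransfected CHO-K1 host cells lacking M1 receptor as counterscreen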
OXTR potentiator – potentiators of human oxytocin receptor | P30559 | CHO-OTR cells, Fluo-8 calcium fluorescence, potentiator mode; 0% = oxytocin EC15, 100% = EC100 | activation, % at 3 µM | 320,000 tested, 0.061% active | AID 2445;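 active means activation above that plate's cutoff, the mean activation of tested compounds plus 3 SD, cut at about 6.6% in these data, passing the limit was not always enough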;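 further: 100% uses oxytocin at 75 nM as the full agonist control; some results filed as inactive read as strong as hits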
Target sequence (P30559 whole entry, looked up): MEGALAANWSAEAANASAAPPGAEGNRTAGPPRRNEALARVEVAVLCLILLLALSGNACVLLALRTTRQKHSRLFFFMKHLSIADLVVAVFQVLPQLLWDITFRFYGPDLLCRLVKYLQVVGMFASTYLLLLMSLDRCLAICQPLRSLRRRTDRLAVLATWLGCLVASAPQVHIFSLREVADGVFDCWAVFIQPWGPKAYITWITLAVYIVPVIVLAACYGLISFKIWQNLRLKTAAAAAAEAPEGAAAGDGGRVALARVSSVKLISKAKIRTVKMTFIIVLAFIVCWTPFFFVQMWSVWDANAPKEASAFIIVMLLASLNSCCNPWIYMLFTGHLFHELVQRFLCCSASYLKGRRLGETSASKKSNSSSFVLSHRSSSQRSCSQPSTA
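test system = CHO-OTR cells, human receptor | compound = single-point 3.0 µM | schedule = 6 min compound pre-incubation at room temperature, 100 s kinetic read | signal = Fluo-8 no-wash calcium dye fluorescence, excitation 470-495 nm, emission 515-575 nm | repeats = single well per compound, singlicate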
CHO-K1 Ca antag – M1 antagonist counterscreen hit in parental CHO-K1 cells; ATP-induced calcium, Fluo-8 fluorescence; inhibition, % at 3 µM; 360,000 tested, 0.6% active; AID 602250;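 active means inhibition above a per-plate cutoff, the plate's mean sample inhibition plus 3 SD, cut at about 24% in these data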;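 further: 0% = DMSO plus EC80 ATP and 100% = DMSO alone without ATP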
M4 ag – CHRM4 agonism in calcium assay | CHO-K1 hM4/Gqi5, Fluo-8 calcium fluorescence; vehicle 0%, full acetylcholine response 100% | 360,000 tested, 0.14% active | activation, % at 3 µM | AID 624127 | P08173;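 active means activation above the run mean over all test wells plus 3 SD, cut at about 32% in these data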;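 further: peak over basal fluorescence ratio per well then scaled between controls; 0% = DMSO wells and 100% = acetylcholine at EC100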
CHRM1 agonist – human M1 muscarinic receptor agonism; AID 588814; activation, % at 3 µM; P11229; CHO-K1 hM1, Fluo-8 calcium fluorescence, agonist mode; 0% DMSO, 100% acetylcholine EC100; 360,000 tested, 0.33% active;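 active means activation above the run's mean compound activation plus 3 SD, cut at about 16% in these data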;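 further: peak over basal fluorescence ratio within a 140 s kinetic read after compound addition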
CHRM1 PAM – positive allosteric modulators of human M1 muscarinic receptor | CHO-K1 hM1, Fluo-8 calcium fluorescence, ACh EC20; 0% = ACh EC20, 100% = maximal ACh | 360,000 tested, 0.088% active | activation, % at 3 µM | P11229 | AID 588819; in the data active means activation above about 19%, passing the limit was not always enough
M1 antag – human CHRM1 antagonism | P11229 | CHO-K1 hM1, Fluo-8 calcium fluorescence, ACh EC80 antagonist | inhibition, % at 3 µM | 360,000 tested, 1.3% active;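 active means percent inhibition above its own plate's cutoff, namely the mean of that plate's compound wells plus 3 SD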;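 further: peak over basal fluorescence ratio during 140 s after agonist addition; 0% = ACh EC80 plus DMSO and 100% = DMSO alone without agonist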
Numbers without * were called inactive; . = no result given.

The line under a structure holds: CHRM4 antagonist, CHO parental Ca, M1 ag parental, OXTR potentiator, CHO-K1 Ca antag, M4 ag, CHRM1 agonist, CHRM1 PAM, M1 antag
- Cc1cc(C)cc(NS(=O)(=O)c2ccc3[nH]c(=O)[nH]c3c2)c1
  0, -2, 1.6, -3, -12, 1, -1, 8, -8
- O=c1c2ccccc2oc2ccccc12
  -3, ., -0.2, ., 3, 1, -10, 3, -5
- CCCNC(=O)NS(=O)(=O)c1cnccc1Sc1ccc(Cl)c(Cl)c1
  0, -12, 2.0, -13, -13, 0, -1, 2, -20
- Cc1nc(-c2ccccc2)sc1C1(C)CC(c2ccc(OC(F)(F)F)cc2)=NO1 (stereo not given)
  -23, -13, 0.4, -14, -10, 1, -3, 3, 0
- COc1cc(OC)cc(C2=Cc3ccccc3C(CC(=O)c3ccco3)N2c2ccc(-c3ccc(C(N)=O)cc3)cc2)c1 (stereo not given)
  2, ., 0.7, ., 3, 1, ., ., .
- COc1ccccc1C(=O)N/C(=C/c1ccco1)C(=O)Nc1ccc(C(=O)O)cc1
  6, 5, 1.5, -1, -12, 1, -1, 15, -5
- Cc1ccc(S(=O)(=O)N2CCN(C(=O)c3cc(S(=O)(=O)N4CCOCC4)ccc3Cl)CC2)c(C)c1
  -3, ., 6.8, ., -21, 11, -4, -2, 3
- COC1=CC(C)C2CC3OC(=O)CC4C(C)=C(OC)C(=O)C(C2(C)C1=O)C34C (stereo not given)
  -4, ., 0.2, ., -5, 0, -6, -2, -21
- Cc1ccc(N(CC(=O)NCc2ccccc2Cl)S(=O)(=O)c2c(C)noc2C)cc1
  1, -31, 4.5, -6, -11, 6, -4, 4, -5
- CCC(=O)OCCNc1cc(Sc2nc3ccccc3[nH]2)c2nonc2c1[N+](=O)[O-]
  54*, 61*, -0.6, 1, 5, 3, -5, 4, 12
- CC(C)C[C@H](N)C(=O)N1CCC(C(=O)N[C@H](C(=O)NC(C)c2ccccc2)C(C)C)CC1 (stereo not given in full)
  -3, -12, -0.1, 2, 0, 0, -1, 14, -22
- Cc1ccccc1C(=O)NC(=S)Nc1sc2c(c1C#N)CCCC2
  6, -10, 0.1, -10, -14, 1, -1, 4, -4
- C[C@H](CO)N1C[C@H](C)[C@H](CN(C)C(=O)Nc2ccc(C(F)(F)F)cc2)OCc2cnnn2CCCC1=O
  -10, ., 1.0, ., -8, 2, 1, 14, -22
- COc1cc(SC)ccc1C(=O)NCCOc1ccc(Cl)cc1
  6, -17, 0.8, -2, -8, 1, -10, 7, 0
- CC(=O)NC1c2ccccc2C(=O)N1Cc1ccccc1 (stereo not given)
  -6, 4, -0.2, -12, 18, 4, 3, 9, -11
- O=C(Nc1ccc(N2CCOCC2)cc1)C1CC(=O)N(c2ccccc2)C1 (stereo not given)
  -8, -9, 1.9, -9, -5, 3, -4, 11, -6
- O=C(CN1CCCCCC1)Nc1nc2ccccc2s1
  -9, ., 0.7, ., 0, 0, -8, 4, -10
- O=C(c1cccc(Br)c1)N1CCN(c2ccc(N3CCOCC3)nn2)CC1
  17, -1, 0.4, 2, -6, 0, -7, -3, 9
- COc1cc(C2c3cc4c(cc3OC(C)(N3CCCC3)C2C)OCO4)cc(OC)c1OC (stereo not given)
  -7, ., 0.2, ., -13, 0, 0, 12, -24
- CC(C)c1cccc(C(C)C)c1NC(=O)CNCc1ccccc1F
  -9, -21, 0.9, -9, -6, 2, -7, 7, -6
- COc1cc(C(CC(=O)N2CCCC2)c2c(OC)cc(OC)c3c(-c4ccccc4)cc(=O)oc23)cc(OC)c1OC (stereo not given)
  -13, -18, -0.2, -5, -7, 2, -5, 6, -11
- COc1ccccc1NC(=O)CCc1nnc2ccc(N3CCC4(CC3)OCCO4)nn12
  -6, -20, 0.8, -2, 3, 2, 0, 12, -11
- O=C(Cn1cc(C(=O)c2ccco2)c2ccccc21)NC1CC1
  3, -11, 0.6, -17, -9, 2, -4, 7, -6
- CCOCCCNC(=S)N(CCCN(C)C)Cc1cc2cc3c(cc2[nH]c1=O)OCCO3
  6, -8, -0.2, 2, 7, 0, -9, -4, 3
- CCOC(=O)C(=O)Nc1ccccc1C(=O)NC(C)C
  -2, -8, 0.2, 3, -3, 0, -4, 7, -4
- CS(=O)(=O)n1nc(-c2ccccc2)nc1N
  3, -12, 0.1, 1, 6, 1, -2, -8, 13
- O=C(OCC(=O)N1CCCCCC1)c1ccc[nH]c1=O
  -11, -1, 0.4, 5, -19, 2, -2, 4, -5
- COc1ccc(C(CC(=O)Nc2ccccn2)N2Cc3ccccc3C2=O)cc1OC (stereo not given)
  9, -6, 1.1, -10, -2, 0, -2, -1, 3
- CN(C(=O)COC(=O)CNC(=O)c1sc2ccccc2c1Cl)C1CCS(=O)(=O)C1 (stereo not given)
  14, -2, 0.6, -4, 2, 2, -5, 0, -3
- COc1ccccc1-n1cnc2cc(C(=O)NCC3CCCO3)ccc21 (stereo not given)
  2, 2, 0.7, -6, -3, 1, -4, 3, -6

In the list so far, these contain a CF3 group.
The line under a structure holds: CHRM4 antagonist, CHO parental Ca, M1 ag parental, OXTR potentiator, CHO-K1 Ca antag, M4 ag, CHRM1 agonist, CHRM1 PAM, M1 antag
- Cc1nc(-c2ccccc2)sc1C1(C)CC(c2ccc(OC(F)(F)F)cc2)=NO1 (stereo not given)
  -23, -13, 0.4, -14, -10, 1, -3, 3, 0
- C[C@H](CO)N1C[C@H](C)[C@H](CN(C)C(=O)Nc2ccc(C(F)(F)F)cc2)OCc2cnnn2CCCC1=O
  -10, ., 1.0, ., -8, 2, 1, 14, -22

Additional entries follow.
The line under a structure holds: CHRM4 antagonist, CHO parental Ca, M1 ag parental, OXTR potentiator, CHO-K1 Ca antag, M4 ag, CHRM1 agonist, CHRM1 PAM, M1 antag
- COc1ccc(N(C(=O)c2cccc([N+](=O)[O-])c2)S(=O)(=O)c2cccs2)cc1
  -3, -13, 0.2, -13, 14, 0, -8, 1, 9
- COc1ccc(NC(=O)CSc2nnc(Cc3cccn3C)n2-c2ccc(OC)cc2)cc1
  1, -11, -0.5, -3, 2, -1, -1, -11, 14
- CCOc1ccc(S(=O)(=O)N2CCCCC2)cc1NC(=O)CN1C(=O)NC(CC)(c2ccccc2)C1=O (stereo not given)
  0, -13, 3.7, -7, 9, 6, -2, 6, -11
- CC1=Nc2cc(C(=O)O)ccc2Sc2ccc(C)cc21
  -22, -3, 0.3, -11, -16, 0, -1, 6, -3
- Cc1cc(/C=N/n2cnnc2)c(C)n1-c1ccc(OCc2ccc(Cl)cc2)cc1
  30*, 49*, 8.6, -17, 24*, 5, 0, -15, 38
- Cc1ccc(CN2CCSc3ccc(C(=O)NCC4CCCO4)cc32)cc1 (stereo not given)
  6, -40, 4.9, -9, 6, 12, -2, 1, 0
- CCC(C)(C)n1nnnc1CN1CCC(O)(c2cccc(C(F)(F)F)c2)CC1
  -19, 9, 1.3, -22, -6, 3, -1, -2, -10
- O=C(Nc1ccc2c(c1)OCO2)c1ccc(Cl)nc1
  14, -12, -0.1, 4, 4, 0, -2, -4, 15
- N#CCc1nn(-c2ccccc2)c2ncnc(N)c12
  -7, 2, 5.9, -2, 3, 1, 6, 2, -1
- CCOc1ccccc1C1CC(c2ccc(F)cc2)Nc2nc(N)nn21 (stereo not given)
  4, -2, 0.4, -3, 11, 3, -2, 2, -5
- CCCCCCN(CCCCCC)C(=O)Cc1c(-c2ccc(F)cc2)[nH]c2ccccc12
  -2, -10, 0.4, -8, 11, 0, 1, 3, -12
- COc1ccc(-c2cn3c(C)c(C(=O)NC(C)C)sc3n2)cc1
  -17, 3, 1.3, -15, 1, 1, -4, 4, 1
- CCOc1ccc(C(=O)OCC(=O)N2CCCC2)cc1
  -7, 8, 1.6, -8, -18, 1, -2, 19, -19
- O=C(Nc1ccc(F)cc1)Nc1ccccc1C(=O)NCCN1CCNC1=O
  9, -11, 0.8, 6, -3, 1, -2, 5, -5
- COC(=O)[C@@H]1C[C@H]1[C@@H](NC(=O)c1cc(C)on1)c1ccccc1
  11, -13, 0.3, -5, -12, 0, -3, 0, -4
- Cn1cc(Cl)c(C(=O)OCC(=O)c2ccccc2)n1
  14, -4, 4.1, -6, -3, 1, 0, 4, -1
- Cc1nc(N)[nH]c(=O)c1CCCNc1ccc([N+](=O)[O-])cc1
  11, ., 0.1, ., -10, 1, -2, 4, -5
- Cn1c2ccccc2c(=O)c2c(=O)n(C3CCCCCC3)c(C3CCCCC3)nc21
  4, ., -0.4, ., 7, 0, -4, -1, 14
- Cc1cccc(-n2c(SCC(=O)N3CC(=O)Nc4ccccc43)nc3ccccc3c2=O)c1C
  12, -11, 8.1, -6, 11, 12, 3, -10, 19
- O=C(CNC(=O)c1ccc(Br)o1)NCC1CCCO1 (stereo not given)
  -2, 5, 0.4, -5, 2, 1, 1, 5, 4

Overlap with the part before: 5 entries; new compounds follow.
The line under a structure holds: CHRM4 antagonist, CHO parental Ca, M1 ag parental, OXTR potentiator, CHO-K1 Ca antag, M4 ag, CHRM1 agonist, CHRM1 PAM, M1 antag
- Cn1cc(Cl)c(C(=O)OCC(=O)c2ccccc2)n1
  14, -4, 4.1, -6, -3, 1, 0, 4, -1
- Cc1nc(N)[nH]c(=O)c1CCCNc1ccc([N+](=O)[O-])cc1
  11, ., 0.1, ., -10, 1, -2, 4, -5
- Cn1c2ccccc2c(=O)c2c(=O)n(C3CCCCCC3)c(C3CCCCC3)nc21
  4, ., -0.4, ., 7, 0, -4, -1, 14
- Cc1cccc(-n2c(SCC(=O)N3CC(=O)Nc4ccccc43)nc3ccccc3c2=O)c1C
  12, -11, 8.1, -6, 11, 12, 3, -10, 19
- O=C(CNC(=O)c1ccc(Br)o1)NCC1CCCO1 (stereo not given)
  -2, 5, 0.4, -5, 2, 1, 1, 5, 4
- CCc1ccc(-c2csc3ncn(CC(=O)N4CCOCC4)c(=O)c23)cc1
  -1, -12, -0.4, -6, -3, 2, -2, 4, -20
- CCc1ccc(OCC2NCCc3cc(OC)c(OC)cc32)cc1 (stereo not given)
  -10, -9, 3.2, -11, -14, 5, -4, -16, 26
- Cc1ccc(S(=O)(=O)NCC(=O)N(CC(=O)NCC2CCCO2)Cc2ccccc2Cl)cc1 (stereo not given)
  -1, -22, 1.6, -11, -17, 1, -6, 8, -15
- CCOC(=O)c1ccc(NC(=O)c2nc[nH]c2C(=O)NC)cc1
  2, -10, 0.6, -9, 0, 8, -5, 0, 6
- C[C@H](CO)N1C[C@H](C)[C@@H](CN(C)Cc2ccncc2)Oc2c(NS(=O)(=O)c3ccccc3)cccc2C1=O
  0, -19, 2.8, 0, -5, 2, -2, 4, -4
- O=C(CCNC(=O)c1ccco1)Nc1ccc(OC(F)F)c(Cl)c1
  6, -5, 3.2, -6, -7, 3, -1, -5, 2

Three compounds out of the list, ordered by length of the SMILES, highest first.
The line under a structure holds: CHRM4 antagonist, CHO parental Ca, M1 ag parental, OXTR potentiator, CHO-K1 Ca antag, M4 ag, CHRM1 agonist, CHRM1 PAM, M1 antag
- Cn1c2ccccc2c(=O)c2c(=O)n(C3CCCCCC3)c(C3CCCCC3)nc21
  4, ., -0.4, ., 7, 0, -4, -1, 14
- CCOC(=O)c1ccc(NC(=O)c2nc[nH]c2C(=O)NC)cc1
  2, -10, 0.6, -9, 0, 8, -5, 0, 6
- O=c1c2ccccc2oc2ccccc12
  -3, ., -0.2, ., 3, 1, -10, 3, -5

Bioassay records (PubChem)
